Compound activity deposited in PubChem by several laboratories.
PTK2B oligo ant: antagonists of human Pyk2 oligomerization; Q293 cells, Pyk2 FERM NanoBiT luminescence; stronger effect = lower value; z-score (the deposit names both 25 µM and 10 µM); 99,000 compounds, 0.83% hits; AID 1347419;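 active means Z-score of -3 or lower, scaled per plate to the spread of control and sample wells; inactive means z-score above -3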;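 further: negative z-score means lost luminescence so less FERM oligomerization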
Smad3 inh: Smad3 (human) transcription factor binding inhibition. inhibition, % at 25 µM. P84022. TR-FRET Smad3/Dy647-FoxH1 peptide binding, europium anti-His. 88,000 compounds, 0.29% hits;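 active means compounds that reduce the energy-transfer binding signal between the protein and its labelled peptide by more than half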;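 further: 0% = Smad3 plus labelled peptide maximal FRET and 100% = peptide-only background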
Target sequence (P84022 whole entry, looked up): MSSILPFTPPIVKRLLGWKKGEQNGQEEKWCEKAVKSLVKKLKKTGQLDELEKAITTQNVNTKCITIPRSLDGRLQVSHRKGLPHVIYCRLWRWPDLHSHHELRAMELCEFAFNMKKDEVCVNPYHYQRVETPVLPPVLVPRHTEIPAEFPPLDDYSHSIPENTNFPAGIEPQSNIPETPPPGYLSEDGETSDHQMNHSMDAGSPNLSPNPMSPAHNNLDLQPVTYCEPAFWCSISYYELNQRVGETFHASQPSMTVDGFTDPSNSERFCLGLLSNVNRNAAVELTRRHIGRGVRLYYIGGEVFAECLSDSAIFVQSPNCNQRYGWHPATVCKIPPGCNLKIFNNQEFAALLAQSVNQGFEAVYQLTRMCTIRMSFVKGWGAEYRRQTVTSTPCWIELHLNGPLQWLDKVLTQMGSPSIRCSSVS
IL1B cytotox: HUVEC cytotoxicity counter-screen, IL-1B stimulated | 94,000 compounds, 0.41% hits | AID 845 | cell count reduction, % at 2 µM | HUVEC cell count loss, Hoechst imaging;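 active means cell count reduction more than 3 SD above the screen-wide mean, cut at about 70% in these data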;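 further: normalized per plate to untreated control cells as the no-loss baseline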
Lung fibro prol: blocks proliferation of human lung fibroblasts; LL 47 human lung fibroblast viability, ATP luminescence; stronger effect = lower value; viability, % at 10 µM; 85,000 compounds, 1.1% hits; AID 719;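 active means viability at or below 50% in the single dose screen; inactive means viability above 50%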;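 further: compound exposure lasted 72 h before the ATP readout; 100% = median luminescence of untreated cell-only wells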
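Material: human lung fibroblast line LL 47, low passage; Evaluation: viability percentage against median untreated-cell control; Buffer or medium: 15% FBS in IMEM; Incubation: 72 h compound exposure at 37 °C after overnight plating; Dosing: 0.1% DMSO in all compound wells; Measured by: CellTiter-Glo luminescence.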
H69AR growth 86K: growth inhibitors of human H69AR lung tumor cells; H69AR lung tumor viability, ATP luminescence, 72 h; stronger effect = lower value; viability, % at 10 µM; 85,000 compounds, 6% hits; AID 598;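 active means viability at or below 40%; inactive means viability above 40%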;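 further: multidrug resistant small cell line overexpressing MRP-1 efflux transporter; 100% = mean luminescence of untreated control wells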
HUVEC prolif 384: blocks proliferation of human endothelial cells; AID 648; viability, % at 10 µM (by protocol); HUVEC proliferation, CellTiter-Glo luminescence, 72 h; stronger effect = lower value; 86,000 compounds, 1.1% hits;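 active means viability at or below 30%; inactive means viability above 30%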;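 further: 100% = median luminescence of DMSO-only cell control wells on each plate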
VCAM1 TNFa inh: reduces TNF alpha induced VCAM1 expression in HUVEC. HUVEC TNFa-induced VCAM-1 immunofluorescence, high-content imaging. inhibition, % at 2 µM. 95,000 compounds, 0.48% hits. AID 802;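 active means inhibition above the batch mean plus 3 SD, with images confirmed as a hit by eye, cut at about 37% in these data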;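 further: 0% = TNF-stimulated DMSO wells and 100% = unstimulated control wells; not every result past the cut was called active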
F-actin modifier: cytoskeleton assembly modification; 91,000 compounds, 0.18% hits; inhibition, % at 2 µM; AID 836; HUVEC TNFa F-actin phalloidin imaging, high content;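 active means inhibition above the batch mean plus 3 SD and confirmed as a hit by visual image inspection, cut at about 30% in these data, passing the limit was not always enough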; further: strong numbers were not always called active
TNFa cytotox: toxic to HUVEC cells under TNF alpha stimulation; HUVEC TNFalpha-stimulated, Hoechst cell count, imaging; cell count reduction, % at 2 µM; 93,000 compounds, 0.17% hits; AID 848;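 active means cell count reduction exceeding the screen mean by over 5 SD, scaled to untreated wells per plate, cut at about 78% in these data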;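 further: cells counted after 24 h of TNF alpha exposure following the 1 h pretreatment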
Active calls of the source: *; nt = not tested or not shown; [ ] = remark or other dose. Not all compounds are listed; rates above refer to the full screens.

1	Cc1ccc(Cn2c(SCC(=O)Nc3cc(C)on3)nc3ccccc3c2=O)cc1
2	Cc1cn2c(-c3cccnc3)nnc2s1
3	Cc1ccc(-n2nc(C(=O)c3ccccc3)n3c(=O)cc(-c4ccccc4)nc23)cc1
4	Cn1c(C(=O)N2CCC(C(N)=O)CC2)cc2c(=O)n(C)c3ccccc3c21
5	CCOCCCNS(=O)(=O)c1ccc(NC(=O)c2ccccc2)cc1
6	CCOP(=O)(c1c(F)c(F)c(F)c(F)c1F)C(O)c1ccccc1 (stereo not drawn)

Screen / compound no.	1	2	3	4	5	6
PTK2B oligo ant	-0.41	0.03	-0.18	nt	0.31	0.59
Smad3 inh	40[fluorescence artefact?]	-5	nt	0	8	-12
IL1B cytotox	-5	-14	-52	9	-48	-35
Lung fibro prol	36*	106	nt	97	101	93
H69AR growth 86K	17*	95	nt	97	106	nt
HUVEC prolif 384	53	99	nt	102	98	92
VCAM1 TNFa inh	-1	14	4	19	15	-35
F-actin modifier	-19	9	-28	9	-6	21
TNFa cytotox	-5	-2	11	-32	2	-14

7	O=c1c(C=Nc2cccc(C(F)(F)F)c2)c[nH]n1-c1cccc(Cl)n1
8	COc1ccc(N2CCN(C(=O)c3ccc4c(c3)OCO4)CC2)cc1
9	COc1ccc(S(=O)(=O)N(C)CC(=O)N2CCCCC2)cc1Cl
10	O=C(CSc1nnc(Cn2nnc3ccccc32)o1)N(Cc1ccc(Cl)cc1)c1ccccc1
11	CCOC(=O)C1=C(C)n2c(s/c(=C/c3cccc([N+](=O)[O-])c3)c2=O)=NC1c1ccc(O)c(OC)c1 (stereo not drawn)
12	CCOc1cc(C)ccc1OCc1nnc(SCC(=O)c2cccc([N+](=O)[O-])c2)n1C

Screen / compound no.	7	8	9	10	11	12
PTK2B oligo ant	-0.59	-0.31	-0.97	-0.41	0.31	0.04
Smad3 inh	nt	-2	10	6	7	nt
IL1B cytotox	10	-28	-10	-40	nt	6
Lung fibro prol	nt	98	91	91	17*	nt
H69AR growth 86K	nt	92	86	59	3.2*	nt
HUVEC prolif 384	nt	106	99	76	7.4*	nt
VCAM1 TNFa inh	21	-18	-6	2	16	4
F-actin modifier	8	-5	-19	5	0	23
TNFa cytotox	nt	-10	3	-3	-14	-3

13	Cc1cc(=O)[nH]c(SCC(=O)NCCOc2ccccc2)n1
14	CS(=O)(=O)c1ccc2nc(NC(=O)c3ccco3)sc2c1
15	CCN(CC)S(=O)(=O)c1ccc2oc(C(=O)NCc3ccc(F)cc3)c(C)c2c1
16	O=C(NCCC1=CCCCC1)c1ccc2c(=O)n3c(nc2c1)CCCCC3
17	CCCc1nc(SCC(=O)N2c3ccccc3CC2C)c2c(C)c(C)sc2n1 (stereo not drawn)
18	CCOC(=O)c1sc(NC(=O)C(CC)Sc2nccn2C)nc1C (stereo not drawn)

Screen / compound no.	13	14	15	16	17	18
PTK2B oligo ant	0.49	nt	-1.3	nt	-0.16	-0.88
Smad3 inh	-5	nt	0	11	nt	3
IL1B cytotox	-22	-10	nt	6	11	-26
Lung fibro prol	100	nt	90	98	nt	nt
H69AR growth 86K	87	nt	33*	89	nt	68
HUVEC prolif 384	86	nt	65	88	nt	98
VCAM1 TNFa inh	-12	11	nt	3	0	-16
F-actin modifier	-20	12	nt	2	11	-3
TNFa cytotox	-53	-37	nt	4	-7	-10

Grouped by structure: the compounds so far with an aryl thioether with sulfur outside any ring.
1	Cc1ccc(Cn2c(SCC(=O)Nc3cc(C)on3)nc3ccccc3c2=O)cc1
10	O=C(CSc1nnc(Cn2nnc3ccccc32)o1)N(Cc1ccc(Cl)cc1)c1ccccc1
12	CCOc1cc(C)ccc1OCc1nnc(SCC(=O)c2cccc([N+](=O)[O-])c2)n1C
13	Cc1cc(=O)[nH]c(SCC(=O)NCCOc2ccccc2)n1
17	CCCc1nc(SCC(=O)N2c3ccccc3CC2C)c2c(C)c(C)sc2n1 (stereo not drawn)
18	CCOC(=O)c1sc(NC(=O)C(CC)Sc2nccn2C)nc1C (stereo not drawn)

Screen / compound no.	1	10	12	13	17	18
PTK2B oligo ant	-0.41	-0.41	0.04	0.49	-0.16	-0.88
Smad3 inh	40[fluorescence artefact?]	6	nt	-5	nt	3
IL1B cytotox	-5	-40	6	-22	11	-26
Lung fibro prol	36*	91	nt	100	nt	nt
H69AR growth 86K	17*	59	nt	87	nt	68
HUVEC prolif 384	53	76	nt	86	nt	98
VCAM1 TNFa inh	-1	2	4	-12	0	-16
F-actin modifier	-19	5	23	-20	11	-3
TNFa cytotox	-5	-3	-3	-53	-7	-10

(listing goes on)
19	CNC(=O)c1ccccc1NC(=O)c1ccco1
20	O=C(Cc1ccccc1)NC1CCN(S(=O)(=O)c2ccc(C(=O)O)cc2)CC1
21	CC1Cc2ccccc2N1C(=O)CSc1nnc(Cc2ccccc2)n1CCc1ccccc1 (stereo not drawn)
22	CN1CCN(c2nc(-c3cccnc3)nc3ccccc23)CC1
23	CC(=O)c1c(C(C)=O)c(C)n(NC(=O)c2ccncc2)c1C
24	O=C(OCCN=C1NS(=O)(=O)c2ccccc21)c1ccncc1

Screen / compound no.	19	20	21	22	23	24
PTK2B oligo ant	0.59	2	-1.3	1.4	-0.85	0.12
Smad3 inh	-8	-8	nt	-2	-5	9
IL1B cytotox	-10	-33	7	8	-10	16
Lung fibro prol	103	91	nt	95	93	98
H69AR growth 86K	77	96	nt	71	86	105
HUVEC prolif 384	93	86	nt	87	85	102
VCAM1 TNFa inh	6	7	-7	7	-2	2
F-actin modifier	34*	2	-8	-10	16	-6
TNFa cytotox	nt	-24	-16	-35	-22	4

Entries of single compounds from above. Order of values: PTK2B oligo ant	Smad3 inh	IL1B cytotox	Lung fibro prol	H69AR growth 86K	HUVEC prolif 384	VCAM1 TNFa inh	F-actin modifier	TNFa cytotox
Entry for CC(=O)c1c(C(C)=O)c(C)n(NC(=O)c2ccncc2)c1C : -0.85	-5	-10	93	86	85	-2	16	-22
Entry for O=C(Cc1ccccc1)NC1CCN(S(=O)(=O)c2ccc(C(=O)O)cc2)CC1 : 2	-8	-33	91	96	86	7	2	-24
Entry for O=C(OCCN=C1NS(=O)(=O)c2ccccc21)c1ccncc1 : 0.12	9	16	98	105	102	2	-6	4

Other entries follow:
25	Cc1ccc(C(=O)ON=C2CCN(c3ccc([N+](=O)[O-])cc3)CC2)cc1
26	Cc1ccc(-c2noc(CN(C(=O)CCN3C(=O)c4ccccc4C3=O)C(C)C)n2)cc1
27	CCN(CC)C(=O)Cn1cnc([N+](=O)[O-])n1
28	Cc1nc(SCC(=O)N2CCN(C(=O)c3ccco3)CC2)c2c(C)c(C)sc2n1
29	CC(=O)N1CCc2c(sc(NC(=O)c3ccc4c(c3)OCCO4)c2C#N)C1
30	CCC(Sc1ccccc1C(=O)O)C(=O)O (stereo not drawn)

Screen / compound no.	25	26	27	28	29	30
PTK2B oligo ant	0.18	0.06	1.3	-0.21	nt	0.75
Smad3 inh	nt	7	nt	nt	17	15
IL1B cytotox	-106	-36	-22	-24	nt	-8
Lung fibro prol	nt	101	nt	nt	55	98
H69AR growth 86K	nt	87	nt	nt	24*	93
HUVEC prolif 384	nt	101	nt	nt	63	110
VCAM1 TNFa inh	0	-1	13	10	nt	-4
F-actin modifier	8	0	20	5	nt	nt
TNFa cytotox	0	-2	-5	-4	nt	-47

31	Cc1cccc(NC(=O)c2ccc(S(=O)(=O)N3CCCCC3)cc2)n1
32	Cc1cc2c(cc1C)N(C(=O)CN1C(=O)c3ccccc3C1=O)C(C)(C)c1ssc(=S)c1-2
33	CCN(C(=O)CSc1nnc(NC2CCCCC2)s1)C1CCS(=O)(=O)C1 (stereo not drawn)
34	COc1cc(NC(=O)C2CCCN2C(=O)OCc2ccccc2)cc(OC)c1 (stereo not drawn)
35	O=C(NCCc1ccc(F)cc1)N1CCOCC1
36	CCc1ccc(N=c2c([N+](=O)[O-])nn(-c3ccccc3)n2O)cc1

Screen / compound no.	31	32	33	34	35	36
PTK2B oligo ant	nt	-1.6	0.05	-0.78	0.46	-1.7
Smad3 inh	-4	nt	nt	-3	8	-3
IL1B cytotox	nt	-8	-12	nt	9	-14
Lung fibro prol	93	nt	nt	98	95	95
H69AR growth 86K	93	nt	nt	97	89	89
HUVEC prolif 384	85	nt	nt	95	89	99
VCAM1 TNFa inh	nt	-3	6	nt	9	-6
F-actin modifier	nt	-32	3	nt	0	0
TNFa cytotox	nt	-9	-16	nt	5	-16

37	COc1ccc(OC)c(Nc2cc(C(=O)NCCCN3CCOCC3)c3ccccc3n2)c1
38	O/N=C/c1cc(Br)cc(Br)c1OCc1ccccc1
39	O=C(OCc1nc2ccc(Cl)cc2n1CCO)c1ccc2c(c1)OCO2
40	CC(C)c1[nH]c(=O)c(C#N)c2c1CSC(C)(C)C2
41	COc1ccc(C(C(=O)NC2CCCCC2)N(C(=O)c2ccco2)c2ccc(-n3cnnn3)c(C)c2)cc1 (stereo not drawn)
42	CCOc1ccccc1NC(=O)Cn1nnc(C(=O)Nc2ccc(C)cc2)c1N

Screen / compound no.	37	38	39	40	41	42
PTK2B oligo ant	-0.25	-0.41	-0.92	0.19	0.33	-1.2
Smad3 inh	-15	nt	nt	-6	2	4
IL1B cytotox	-14	-7	18	-46	-30	-6
Lung fibro prol	89	nt	nt	92	88	83
H69AR growth 86K	80	nt	nt	96	78	78
HUVEC prolif 384	75	nt	nt	90	101	76
VCAM1 TNFa inh	-41	-6	10	-7	-5	-6
F-actin modifier	-9	1	-10	-23	10	-10
TNFa cytotox	-30	-22	-6	-6	-28	15

43	Cc1cc(NC(=O)Cn2nc(-c3ccccc3F)ccc2=O)ccc1-n1cnnn1
44	Cc1nc2cc(N3CCOCC3)c(NC(=O)C3CC3)cc2c(=O)n1Cc1ccccc1
45	CCOc1ccc2nc(NC(=O)CSc3ccccc3)sc2c1
46	CCOc1ccccc1N1CCN(C(=O)Nc2ccc(Cl)c(Cl)c2)CC1
47	CCCCP(=O)(c1ccccn1)c1ccccn1
48	Cc1cc(Cl)ccc1NC(=S)NCCC(c1ccccc1)c1ccccc1

Screen / compound no.	43	44	45	46	47	48
PTK2B oligo ant	1.7	-0.65	-0.03	nt	0.92	-0.15
Smad3 inh	-6	19[fluorescence artefact?]	11	nt	5	nt
IL1B cytotox	22	-9	0	-18	7	-8
Lung fibro prol	97	103	91	nt	99	nt
H69AR growth 86K	73	100	49	nt	93	nt
HUVEC prolif 384	100	95	49	nt	102	nt
VCAM1 TNFa inh	11	-2	-3	-11	-4	7
F-actin modifier	17	-18	5	-4	16	10
TNFa cytotox	-21	-7	-13	-4	14	-8
